Compound activity from PubChem BioAssay.
pAkt inh = HTS Assay for Inhibitors of Akt Phophorylation: Primary Screen; 360,000 compounds, 0.32% hits; Neuro2A IGF-stimulated pAkt S473 HTRF, 20 min; stronger effect = lower value; activity change, % for hits at 50 µM; in the data active = activity change below about -80%; inconclusive = mostly about -51% to -80%; note: % is set by controls: 0 for no effect and ±100 for the full control effect
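Neuro2A cells in DMEM with 0.5% FBS, overnight at 37 deg C, given compound at single 50 µM final, then IGF (6 nM final) for 20 min at 37 deg C. Lysed; phospho-Akt Ser473 by HTRF after 24 h, 665/615 ratio.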
aSyn yeast inh = qHTS of alpha-syn Inhibitors; 370,000 compounds, 0.14% hits; Potency, µM (highest dose often 46.1 µM), for the others: at the highest dose growth rescue (activation), actives largely listed as activators; Yeast expressing alpha-synuclein, growth rescue, BacTiter-Glo, 24 h; note: potency is the fitted concentration of half-maximal effect; % of control where 0% means no effect; nearly all actives have a fitted effect of over 65% in size
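Screening used galactose-induced yeast with toxic alpha-synuclein levels, exposed to compound for 24 hr at 30 deg C. Cell growth, read with BacTiter-Glo luminescence, gave the measured signal.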
DRD3 antagonist = qHTS of D3 Dopamine Receptor Antagonist: qHTS | D(3) dopamine receptor (Homo sapiens), P35462 | D3R cells, DiscoveRx beta-arrestin luminescence, antagonist mode; stronger effect = lower value | max response, negative = inhibition, % | 360,000 compounds, 2.5% hits | AID 652054, 2013; in the data active = max response below about -50%; inconclusive = no clear call, values can overlap the other calls; note: % is set by controls: 0 for no effect and ±100 for the full control effect; mostly tested at two doses, the higher about 12 µM
Target sequence (P35462 whole entry, looked up): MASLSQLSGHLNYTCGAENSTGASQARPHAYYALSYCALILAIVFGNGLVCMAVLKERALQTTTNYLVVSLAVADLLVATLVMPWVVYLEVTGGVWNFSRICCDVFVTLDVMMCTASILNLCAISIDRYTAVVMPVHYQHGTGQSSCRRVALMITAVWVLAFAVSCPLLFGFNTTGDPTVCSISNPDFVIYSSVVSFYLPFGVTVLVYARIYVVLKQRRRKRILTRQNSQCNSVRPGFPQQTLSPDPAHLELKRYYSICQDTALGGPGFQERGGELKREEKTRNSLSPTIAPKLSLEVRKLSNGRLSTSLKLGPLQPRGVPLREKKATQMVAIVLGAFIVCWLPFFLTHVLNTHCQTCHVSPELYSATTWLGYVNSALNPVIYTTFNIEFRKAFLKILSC
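Cells plated overnight at 1500 cells/well, then exposed to library compounds with dopamine controls for 90 minutes at 37 degrees C. DiscoveRx reagent added for 30–60 minutes at room temperature; luminescence read, quantitative HTS format.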
GLP1R inv ag = qHTS of GLP-1 Receptor Inverse Agonists (Inhibition Mode) | HEK293 GLP-1R CRE-luciferase, luminescence, 24 h; GLP-1R form is constitutively active | Potency, µM (titrated, usually from 38.3 µM), without a hit: top-dose activity change, negative = inhibition, hits mostly inhibitors | 410,000 compounds, 1.6% hits | AID 624417, 2012; note: potency is the fitted concentration of half-maximal effect; % is set by controls: 0 for no effect and ±100 for the full control effect; nearly all actives have a fitted effect of over 55% in size
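HEK293 cells stably co-expressing constitutively active GLP-1R and a cAMP-responsive luciferase reporter were seeded in DMEM with 10% Nu serum, given compounds after 12 h, and incubated 24 h at 37 deg C. Luminescence was then read.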
GLP1R ag = qHTS of GLP-1 Receptor Agonists; Glucagon-like peptide 1 receptor (Homo sapiens), P43220; HEK293 GLP-1R CRE-luciferase, luminescence, 4-6 h; cells express a hypersensitive GLP-1R form; Potency, µM (highest dose often 45.6 µM), inactives show top-dose activation, actives largely listed as activators; 380,000 compounds, 0.007% hits; note: potency is the fitted concentration of half-maximal effect; % of control where 0% means no effect
Abeta rescue = qHTS for compounds that reverse cellular toxicity of Amyloid beta (A-beta) peptide in yeast: Primary Screen. yeast expressing A-beta42, growth rescue, OD600, 48 h; response scale: 0% DMSO, 100% iron-clioquinol control. Potency, µM (series often up to 46.1 µM), for the others: at the highest dose growth rescue, usual class: activators. 410,000 compounds, 0.063% hits; note: potency is the fitted concentration of half-maximal effect; nearly all actives have a fitted effect of over 55% in size
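Yeast A-beta toxicity model in growth medium with pinned compounds, 48 h at 30 C; growth read as absorbance at 600 nm. Normalized to FeCl3/clioquinol equimolar mix (positive) and DMSO (negative).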
PTHR1 ag = qHTS for PTHR1 Agonists: Primary Screen; 410,000 compounds, 0.075% hits; HEK293 GP2 PTHR1 cells, GloSensor cAMP luminescence, 1 h; Potency, µM (top dose mostly 115 µM), without a hit: at the top dose activation, actives largely listed as activators; Parathyroid hormone/parathyroid hormone-related peptide receptor (Homo sapiens), Q03431; note: potency is the fitted concentration of half-maximal effect; nearly all actives have a fitted effect of over 55% in size; some results filed as inactive show a strong effect at the top dose; inactives centre near -15; many of its hits are not listed in these tables
Target sequence (Q03431 whole entry, looked up): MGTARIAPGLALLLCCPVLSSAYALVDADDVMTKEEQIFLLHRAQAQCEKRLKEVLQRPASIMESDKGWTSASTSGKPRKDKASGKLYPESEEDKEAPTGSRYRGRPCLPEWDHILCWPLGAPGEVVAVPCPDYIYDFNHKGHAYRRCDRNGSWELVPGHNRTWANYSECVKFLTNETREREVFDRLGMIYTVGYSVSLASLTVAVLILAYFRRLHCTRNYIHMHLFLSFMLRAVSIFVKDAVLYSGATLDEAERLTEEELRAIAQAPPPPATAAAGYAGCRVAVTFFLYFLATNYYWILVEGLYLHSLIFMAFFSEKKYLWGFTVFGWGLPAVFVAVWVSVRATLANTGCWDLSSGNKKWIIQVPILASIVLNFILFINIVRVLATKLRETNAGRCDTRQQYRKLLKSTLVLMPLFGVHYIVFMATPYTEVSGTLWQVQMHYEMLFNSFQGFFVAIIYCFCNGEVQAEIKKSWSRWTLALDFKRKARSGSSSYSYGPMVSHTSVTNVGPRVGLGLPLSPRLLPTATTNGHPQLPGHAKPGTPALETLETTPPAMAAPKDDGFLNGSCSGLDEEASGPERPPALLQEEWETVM
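HEK-293-derived GP2 cells expressing PTHR1 and a GloSensor cAMP reporter, 3,000/well, plated overnight, given luciferin plus IBMX (each 0.5 mM as added) for 1 h at 37 °C, then compound for 1 h at 37 °C. Luminescence was read after 15 min at room temperature.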
TDP-43 yeast inh = qHTS of TDP-43 Inhibitors; Potency, µM (series often up to 46.1 µM), inactives show top-dose growth rescue (activation), actives largely listed as activators; AID 652104, 2013; 410,000 compounds, 1.8% hits; TDP-43 expressing yeast growth rescue, BacTiter-Glo, 24 h; note: potency is the fitted concentration of half-maximal effect; % of control where 0% means no effect; nearly all actives have a fitted effect of over 50% in size
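Yeast expressing TDP-43 (pregrown in raffinose, seeded at OD600=0.02 in galactose medium) exposed to compounds 24 hr at 30 deg C. Growth read by BacTiter-Glo luminescence; rescue of toxicity appears as increased signal.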
FUS yeast rescue = qHTS for Suppressors of FUS Proteinopathy: Primary screen using FUS-linked yeast assay; 390,000 compounds, 0.24% hits; Potency, µM (highest dose often 76.6 µM), for the others: top-dose growth rescue (activation), usual class: activators; S. cerevisiae FUS-expressing, growth rescue, OD600, 24 h; AID 1347120, 2019;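 note: potency is the fitted concentration of half-maximal effect; plate controls were DMSO vehicle for no effect and reference control for full effect; nearly all actives have a fitted effect of over 55% in size; some results filed as inactive show a strong effect at the top dose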
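S. cerevisiae expressing FUS from galactose induction served as the toxicity model. Growth after 24hr at 30C, read as absorbance at 600 nm, indicates suppression of toxicity; compounds dosed at several concentrations.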
Starred values were filed as active, the others as inactive; i = inactive; u = inconclusive; x = not tested or not shown; [ ] = dose if it differs, or a comment. Unless noted, calls come from the whole dose curve; as a rule, active = well fitted curve in the direction sought with a large enough effect; inconclusive = small, poorly fitted or top-dose-only effect, or another doubt; inactive = no such curve, though single readings can be large; an effect the other way counts as inactive or inconclusive. The list is partial, so the mix of outcomes need not match the whole.

SMILES	pAkt inh	aSyn yeast inh	DRD3 antagonist	GLP1R inv ag	GLP1R ag	Abeta rescue	PTHR1 ag	TDP-43 yeast inh	FUS yeast rescue
CCOC(=O)/C(=N\Nc1ccccc1Cl)N1CCN(Cc2ccccc2)CC1	i	8%	17	-24%	1%	3%	i	5%	x
COc1ccc(-c2cc(C(C)=O)c(C)n2CCC(=O)NC2CCCCC2)cc1	x	x	x	6%	x	1%	4%	4%	u
COc1ccc(C(OCC(O)CNC(C)c2ccccc2)c2ccc(OC)cc2)cc1 (configuration not stated)	i	0%	-21	10µM*	9%	8%	19%	-1%	39%
CCOC(=O)C1CCN(c2ncnc3c(C)csc23)CC1	i	-1%	10	51%[activator]	u	-11%	-17%	-17%	29%
CCOC(=O)c1cc(C)sc1NC(=O)CSc1nnnn1C	i	2%	-20	41%[activator]	7%	-24%	-12%	7%	x
COC(=O)c1cccc(Oc2cccc(Cl)n2)c1	i	5%	-22	-1%	14%	-5%	i	17%	-35%
N/C(Cc1ccc([N+](=O)[O-])cc1)=N\OC(=O)COc1ccccc1Cl	i	-3%	-1	u	6%	-3%	i	u	x
COc1ccc(-n2c(Cc3cccn3C)nnc2SCC(=O)Nc2cccc(C)c2C)cc1	i	-3%	18	0%	1%	14%	i	19%	u
O=C(CSc1nnnn1-c1ccccc1)NC(=O)Nc1ccc2c(c1)OCCO2	i	-7%	19	0%	-1%	-9%	i	-10%	38%
CCn1c(COc2ccc(C)cc2)nnc1SCC(=O)Nc1ccc(S(N)(=O)=O)cc1	i	-11%	-14	-3%	-8%	u	-91%[inhibitor]	15%	-7%
O=C(COc1ccc2ccccc2c1)N1CCNCC1	i	6%	-5	3%	1%	2%	-15%	1%	10%
COc1ccc(N2CCN(C(=O)CSc3ncnc4c3cnn4-c3ccc(OC)cc3)CC2)cc1	i	0%	24	0%	-15%	7%	19%[57.5 µM]	-13%	13%
Cn1cccc1C(=O)NNC(=O)c1ccccc1Br	i	6%	6	-13%	-3%	3%	i	4%	4%
COc1ccc(C(c2oc(CO)cc(=O)c2O)c2oc(CO)cc(=O)c2O)cc1	i	1%	3	19%	-2%	-9%	i	x	15%
O=C(NCCN1CCOCC1)c1cc2n(n1)C(C(F)(F)F)CC(c1ccc(F)cc1)N2 (configuration not stated)	i	0%	31	-15%	-10%	10%	-3%[57.5 µM]	-8%	19%
COC(=O)Cc1c(C)c2ccc3c(c2oc1=O)CN(Cc1ccccc1Cl)CO3	x	x	x	7%	x	-21%	i	-7%	11%
Cc1cc(C(=O)N2CCCC(CNS(=O)(=O)c3cccs3)C2)nn1C (configuration not stated)	i	-1%	-10	6%	7%	-6%	i	10%	-4%
CCCOc1ccc(F)cc1-c1cc(C(=O)Nc2ccc(OC)cc2OC)[nH]n1	i	-3%	51	-6%	0%	6%	-7%	u	-5%
COC(=O)/C=C1\NCCNC1=O	i	9%	18	-8%	-1%	-4%	i	5%	-9%
O=C(CCNC(=O)Cn1cnc2ccccc2c1=O)NCC1COc2ccccc2O1 (configuration not stated)	-107%*	-12%	-58*	-9%	-7%	10%	i	2%	0%
CCCN(CCC)CCNC(=O)c1cc(Sc2ccc(Cl)cc2)nc2ccccc12	x	x	x	u	x	7%	-9%	10%	21%
N#CCCN(C(=O)COC(=O)CCc1nc2ccccc2c(=O)[nH]1)c1ccccc1F	i	-16%	-21	17%	3%	0%	-9%	-9%	-3%
O=C(O)COCC(=O)Nc1ccc(-n2cnnn2)cc1	i	3%	9	9%	-4%	-3%	i	12%	8%
Nc1ccc(CCS(N)(=O)=O)cc1	x	-12%	26	0%	-5%	21%	-1%[57.5 µM]	-6%	4%
O=C(Cc1ccc(Cl)cc1)Nc1ccc(N2CCN(C(=O)c3ccco3)CC2)c(Cl)c1	i	23%	-6	u	-10%	1%	-26%[57.5 µM]	0%	36%
Cc1ccc(CNc2ncnc3ccc(-c4ccoc4C)cc23)o1	x	x	x	x	-2%	-5%	-18%	x	14%
N#Cc1c(NC(=O)CCCC(=O)O)sc2c1CCCCC2	i	-1%	7	-24%	0%	12%	-10%	1%	x
O=C(O)CCn1cc(/C=C2\SC(=S)NC2=O)c(-c2ccccc2)n1	i	1%	-6	0%	-2%	-9%	i	-14%	11%
COc1ccccc1NC(=O)Nc1nc(CC(=O)Nc2ccc(F)c(F)c2)cs1	i	-2%	u	u	0%	6%	-48%[inhibitor]	17%	-5%
COc1ccc(C(=O)NC2CC2)cc1OC1CCN(Cc2cc(C)cc(C)c2)CC1	i	2%	17	u	-18%	4%	i	-6%	16%
O=C(CCC1CCCCC1)NNC(=O)NC12CC3CC(CC(C3)C1)C2	i	2%	-23	u	-8%	-1%	-18%	0%	25µM*
O=C(Nc1cccc(NC(=O)c2cccs2)c1)c1cccnc1	i	0%	-21	11%	6%	6%	i	x	16%
O=C(/C=C/c1ccc([N+](=O)[O-])cc1)NCc1ccco1	i	-10%	-5	6%	4%	-7%	-48%[inhibitor]	-3%	9%
COC(=O)c1cccc2c(C(=O)O)cc(-c3ccccc3)nc12	i	0%	1	23%	-3%	4%	-38%	0%	x
COc1ccc(C)cc1Cn1c(S(C)(=O)=O)nc2ccccc21	i	-2%	-6	-12%	4%	2%	-22%	-1%	2%
Cc1cc2c(c(=O)n1Cc1cccnc1)C(Cc1ccccc1)C(C#N)=C(N)O2 (configuration not stated)	i	0%	-11	19%	0%	2%	-31%[inhibitor][57.5 µM]	-9%	10%
CCN(CC)C(=O)COc1ccc2c(c1)C(=O)CC(C)(C)O2	i	4%	19	17%	8%	x	i	7%	-7%
COc1cc(C(=O)Nc2ccc3c(c2)Cc2ccccc2-3)cc(OC)c1OC	i	1%	2	-12%	9%	-1%	0%	17%	-17%
CCOC(=O)C1CCCN(C(=O)c2ccc(OC)cc2)CC1 (configuration not stated)	i	1%	0	23%	-7%	14%	-25%	14%	-11%
COc1cccc(-c2cnc3c(c2)C(=O)N([C@H](C)CO)C[C@@H](C)[C@H](CN(C)C(=O)Nc2ccccc2F)O3)c1	i	6%	-9	19%	2%	1%	-17%	0%	0%

A draw from above in order of length of the SMILES, highest first:
SMILES	pAkt inh	aSyn yeast inh	DRD3 antagonist	GLP1R inv ag	GLP1R ag	Abeta rescue	PTHR1 ag	TDP-43 yeast inh	FUS yeast rescue
O=C(Cc1ccc(Cl)cc1)Nc1ccc(N2CCN(C(=O)c3ccco3)CC2)c(Cl)c1	i	23%	-6	u	-10%	1%	-26%[57.5 µM]	0%	36%
CCCN(CCC)CCNC(=O)c1cc(Sc2ccc(Cl)cc2)nc2ccccc12	x	x	x	u	x	7%	-9%	10%	21%
Cc1ccc(CNc2ncnc3ccc(-c4ccoc4C)cc23)o1	x	x	x	x	-2%	-5%	-18%	x	14%

The listing continues:
SMILES	pAkt inh	aSyn yeast inh	DRD3 antagonist	GLP1R inv ag	GLP1R ag	Abeta rescue	PTHR1 ag	TDP-43 yeast inh	FUS yeast rescue
CCN(CC)CCn1c(-c2ccccc2)nc(=S)c2c1CC(C)(C)OC2	i	-4%	-22	-15%	10%	-4%	i	-2%	7%
Nc1nc(SCC(=O)Nc2cc(S(=O)(=O)N3CCOCC3)ccc2Cl)n[nH]1	i	-11%	-1	13%	4%	-5%	-9%	-2%[9.22 µM]	25%
COC(=O)CCN(C(=O)c1cccc([N+](=O)[O-])c1)c1ccccn1	i	-1%	-16	11%	28%	1%	25%	-18%[0.397 µM]	4%
Cc1ccc2c(C)c(C(=O)N(Cc3ccc(N(C)C)cc3)C3CCS(=O)(=O)C3)oc2c1 (configuration not stated)	i	20%	12	-29%	17%	-3%	-15%	-5%	u
O=C(Nc1cccc(F)c1)C1CCCN(C(=O)c2ccc(Cl)cc2)C1 (configuration not stated)	i	13%	1	u	-1%	20%	-48%[inhibitor]	3%	10%
O=C1N(Cc2cccc(Cl)c2)C[C@@H]2C[C@@H](c3cccn3-c3ccccn3)N3CCC[C@@]123	i	5%	10	u	8%	-18%	-4%	-10%	40%
CC(O)CNc1nc2sc3c(c2c(=O)n1Cc1ccco1)CCCCC3 (configuration not stated)	i	9%	-6	u	u	-4%	-7%	-11%	19%
COC(=O)COc1ccc(Oc2cc(C)nc(SC)n2)nn1	i	-1%	9	0%	2%	3%	i	-8%	-12%
C=CCN(N=Nc1cccc([N+](=O)[O-])c1)c1cccc([N+](=O)[O-])c1	i	-11%	-1	0%	0%	0%	-18%	-5%	-13%
CC(C)(C)OC(=O)NCCCCCNC(=O)c1nc[nH]c1C(=O)N1CCN(c2ccccc2)CC1	i	-2%	-9	5%	9%	2%	i	0%	13%
C(=N\c1nc2ccccc2n1Cc1ccccc1)/c1cccs1	i	3%	12	-11%	0%	-8%	i	-11%	-4%
C#CCN(C[C@H]1[C@H](OC(=O)NC2CC2)[C@H](OC(=O)NC2CC2)C[C@@H](C(=O)OC)[C@H]1C(=O)OC)S(=O)(=O)c1ccc(C)cc1	i	0%	23	13%	-1%	2%	i	20%	34%
COC(=O)c1ccc2c(c1)C(=O)/C(=C/c1ccc(O)cc1)O2	i	-4%	11	8%	10%	7%	-4%	5%	6%
O=C(O)c1ccc(/C=N/Nc2nc(N3CCCCC3)nc(N3CCCCC3)n2)cc1	i	7%	8	2%	11%	-2%	i	28%	17%
CCOc1ccccc1N1CCN(C(=O)c2cc(C)oc2C)CC1	i	8%	14	0%	5%	20%	-37%[57.5 µM]	5%	26%
C=CCn1c(SCC(N)=O)nc2scc(-c3ccc(C)o3)c2c1=O	i	7%	-13	32%	15%	2%	i	17%	29%
